# DDE Tn7 FP inh: disrupts Tn7 cyclic peptide binding to fibrin D-Dimer-E complex; hit rate 0.13% among 370,000; P02675; FP displacement of FITC-Tn7 peptide from fibrin DD(E); 0% = median of compound wells per plate; inhibition, % at 8.3 µM;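 active = inhibition above the mean of compounds falling within the control limits plus 3 SD of them, cut at about 14% in these data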;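 note: 0% = plate median of compound wells and 100% = 10 µM Aha-Tn7 peptide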
#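 Test system: human clot-derived fibrin DD(E) complex / Quantity: 2 µM final DD(E) protein / Incubation: 10 min plus 3 h, room temperature / Measured by: fluorescence polarization / Benchmarks: high control of 10 µM Aha-Tn7 peptide / Replicates: singlicate testing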
# ASAP1 GAP inh: ASAP1 ArfGAP inhibition. hit rate 0.19% among 360,000. inhibition, % at 16.5 µM. Q9ULH1. ASAP1-stimulated ARF1 GTP hydrolysis, GDP FP detection; in the data active = inhibition above about 25%;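 note: 0% = vehicle with enzyme and substrate and 100% = no enzyme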
# MBD2 DNA inh: MBD2-methylated oligo binding inhibition; Q9UBB5; TR-FRET, MBD2 binding to methylated oligonucleotide; inhibition, % at 4.4 µM; hit rate 0.31% among 370,000; AID 686964; in the data active = inhibition above about 13%
# ADAM17 inh: inhibitors of human ADAM17. P78536. recombinant ADAM17, EDANS/DABCYL FRET peptide cleavage. inhibition, % at 6.95 µM. hit rate 0.83% among 370,000. AID 720648;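 active = inhibition above the mean of compounds lying between control limits plus 3 SD, set per campaign, cut at about 8.5% in these data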;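 note: 0% = DMSO-only wells as the low control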
# Target sequence (P78536 215-824 limits assumed): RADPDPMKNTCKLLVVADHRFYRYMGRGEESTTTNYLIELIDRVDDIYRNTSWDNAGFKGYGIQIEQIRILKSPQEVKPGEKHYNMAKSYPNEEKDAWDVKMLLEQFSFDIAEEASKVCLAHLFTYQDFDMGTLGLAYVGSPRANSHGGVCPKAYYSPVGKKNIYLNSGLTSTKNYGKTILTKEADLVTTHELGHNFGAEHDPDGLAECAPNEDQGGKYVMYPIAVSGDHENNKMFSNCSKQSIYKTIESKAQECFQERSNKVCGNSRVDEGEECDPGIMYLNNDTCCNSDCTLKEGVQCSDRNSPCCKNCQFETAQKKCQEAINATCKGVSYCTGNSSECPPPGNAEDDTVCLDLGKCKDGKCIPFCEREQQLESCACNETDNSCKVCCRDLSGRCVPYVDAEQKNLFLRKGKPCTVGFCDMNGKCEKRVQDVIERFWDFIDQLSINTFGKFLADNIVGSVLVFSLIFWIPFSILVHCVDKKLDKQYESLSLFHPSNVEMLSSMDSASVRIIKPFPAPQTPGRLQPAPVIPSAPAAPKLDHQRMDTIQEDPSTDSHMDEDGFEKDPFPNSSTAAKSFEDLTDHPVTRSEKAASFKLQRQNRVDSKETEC
# ARFGAP1 inh: inhibitors of rat ARFGAP1; hit rate 0.26% among 360,000; Q62848; Arfgap1-stimulated ARF1 GTP hydrolysis, GDP FP detection; AID 651572; inhibition, % at 16.5 µM;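 active = inhibition above a per-plate limit, mean inhibition of low control wells plus 3 SD, cut at about 25% in these data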;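 note: 0% = DMSO wells with enzyme and 100% = wells lacking Arfgap1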
# Target sequence (Q62848 1-136 limits assumed): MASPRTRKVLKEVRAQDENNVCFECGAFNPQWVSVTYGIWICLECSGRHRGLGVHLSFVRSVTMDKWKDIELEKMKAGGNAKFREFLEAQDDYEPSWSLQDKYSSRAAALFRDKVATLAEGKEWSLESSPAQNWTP
#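 Material – truncated rat Arfgap1 GAP domain · Buffer or medium – HEPES-based buffer, pH 7.5 · Reagent – human ARF1(Δ1-17)-GTP substrate · Dosing – 16.5 µM single point, 1.26% DMSO · Schedule – GTP hydrolysis reaction 2 h at 25 °C · Technique – GDP detection by fluorescence polarization · Benchmarks – No-Arfgap1 wells (100%) versus DMSO full-reaction wells (0%) · Repeats – single replicate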
# DDE Tn6 FP inh: disrupts Tn6 cyclic peptide binding to fibrin D-Dimer-E complex; P02675; Fibrin DD(E) TRITC-Tn6 fluorescence polarization displacement; hit rate 0.21% among 370,000; inhibition, % at 8.3 µM;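 active = inhibition above a per-campaign cutoff: mean of compounds within control limits plus 3 SD, cut at about 15% in these data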;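 note: 0% = median of all compound wells on the plate and 100% = blocking peptide control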
# UHRF1 MBD2 ctr: blocks human UHRF1 binding to methylated DNA | UHRF1 binding to methylated oligo, TR-FRET | AID 687016 | hit rate 0.75% among 370,000 | Q96T88 | inhibition, % at 4.4 µM; in the data active = inhibition above about 21%;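 note: UHRF1 SRA domain binding a hemimethylated CpG hairpin DNA probe; 0% = median of test compound wells and 100% = reference inhibitor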
# PLCg1 inh: blocks human PLC-gamma1 enzyme activity; P19174; hit rate 0.84% among 370,000; inhibition, % at 12.2 µM; purified PLC-gamma1, fluorogenic substrate, fluorescence; in the data active = inhibition above about 9.5%
# PLC-beta3 inh: PLC-beta3 (human) inhibition, primary screen; AID 720704; hit rate 0.18% among 370,000; inhibition, % at 12.2 µM; Q01970; Purified PLC-beta3, fluorogenic substrate, fluorescence; in the data active = inhibition above about 11%;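 note: 0% = median of compound wells on plate and 100% = full blocker control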
# KLK7 zymogen act: proKLK7 (human) activation, primary screen; activation, % at 7 µM; purified proKLK7, EDANS-DABCYL substrate fluorescence; 100% is mature enzyme control, 0% vehicle; AID 652039; hit rate 0.9% among 370,000;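 active = activation above the mean of all tested compounds plus 3 SD, computed per campaign excluding outliers beyond control limits, cut at about 13% in these data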
# Target sequence (P49862 whole entry, looked up): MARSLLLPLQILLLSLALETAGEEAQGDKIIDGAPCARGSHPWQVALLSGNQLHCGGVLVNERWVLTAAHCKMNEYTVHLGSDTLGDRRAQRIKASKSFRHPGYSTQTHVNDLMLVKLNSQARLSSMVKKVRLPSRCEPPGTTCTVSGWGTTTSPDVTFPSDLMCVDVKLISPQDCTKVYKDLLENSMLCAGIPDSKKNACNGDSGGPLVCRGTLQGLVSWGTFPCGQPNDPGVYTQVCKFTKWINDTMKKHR
# Numbers without * were called inactive; i = inactive.
SMILES,DDE Tn7 FP inh,ASAP1 GAP inh,MBD2 DNA inh,ADAM17 inh,ARFGAP1 inh,DDE Tn6 FP inh,UHRF1 MBD2 ctr,PLCg1 inh,PLC-beta3 inh,KLK7 zymogen act
CCN1CCN(c2cc(SC(C)C)nc(-c3ccc(OC)cc3)n2)CC1,-3.9,2.7,-7.4,13.3*,-2.2,1.1,0.7,8.3,10.1,0.4
COc1cc2c(cc1OC)CN(CC(=O)Nc1ccc(S(=O)(=O)N(C)C)cc1)CC2,-2.4,1.4,3.2,-6.7,1.3,6.1,-1.1,-24.9,-31.8,2.0
CC(C)c1nc(SCC(=O)Nc2cccc(S(N)(=O)=O)c2)n[nH]1,6.4,-6.1,1.6,-4.6,-4.0,-4.6,1.4,-1.6,-1.8,-0.7
C=C(C)[C@@H]1CC[C@]2(C(=O)O)CC[C@]3(C)C(CCC4[C@@]5(C)CC[C@H](O)C(C)(C)C5CC[C@]43C)C12 (some centres not stated),-0.6,12.4,0.7,4.5,5.0,-0.1,1.0,9.5*,7.2,-0.3
O=C(NCc1cccs1)c1cccc2c(-c3ccc(F)c(F)c3)coc12,-0.2,15.0,-0.3,5.3,6.0,-5.5,3.2,-0.2,-3.7,0.0
COc1cccc(Nc2nc3ccccc3c(=O)[nH]2)c1,-1.9,-10.1,-3.6,-1.8,-1.9,7.1,1.1,-2.8,-0.3,0.2
CCc1nc2ccc(C(=O)Nc3cccc(OCC(=O)N(C)C)c3)cn2c1N(C)C(=O)c1cccc(OC)c1,-1.5,1.6,-5.7,-2.4,8.8,5.0,-1.3,0.4,-0.7,0.8
COc1ccc(S(=O)(=O)Nc2ccc3c(c2)OCO3)cc1C,-1.2,6.0,2.5,-0.2,7.4,4.1,0.1,5.9,2.5,-0.1
CN(C)c1ncc(S(=O)(=O)c2ccc(Cl)cc2)c(-c2ccc(Cl)cc2Cl)n1,-4.8,-2.1,-1.7,2.2,1.2,-5.5,-1.8,1.3,1.6,0.9
O=S(=O)(NCc1ccccc1)NCc1ccccc1,2.4,-4.1,-5.5,-0.8,-10.0,4.4,-2.4,0.2,4.6,0.2
CCOC(=O)c1cnc2sc3c(n2c1=O)CCCC3,-3.7,3.4,-2.1,-415.9,14.3,-4.1,-1.8,-220.4,-254.3,9.7
Cc1ccc(S(=O)(=O)NC(=O)COc2ccccc2C)cc1,-1.3,-5.4,0.4,-5.3,6.1,2.7,2.3,-1.1,-8.2,-0.3
CC1=C(C(=O)c2ccccc2)C(c2ccc(N3CCOCC3)cc2)NC(=O)N1 (configuration not stated),-12.7,2.6,-2.1,0.6,-3.8,-3.5,-2.3,-9.7,-25.5,-0.3
COc1cc(OC)cc(C(=O)Nc2nc(CC(=O)NC(C)c3ccccc3)cs2)c1 (configuration not stated),0.9,2.1,2.4,-7.7,4.6,4.3,2.9,-1.0,-10.0,-0.1
O=C(COC(=O)c1ccc(NS(=O)(=O)c2ccc(F)c(F)c2)cc1)NCC1CCCO1 (configuration not stated),-0.9,-2.2,-7.4,-3.0,-3.2,0.5,0.2,-1.1,0.7,-0.6
Cc1cccc(OCC(=O)Nc2ccc(NC(=O)c3ccco3)c(C)c2)c1,3.1,7.1,0.3,-1.7,10.4,4.2,0.4,3.2,8.2,-0.4
Cc1cc(C)c(NC(=S)N(Cc2cccnc2)Cc2ccco2)c(C)c1,0.9,12.7,3.2,3.1,5.4,4.0,-1.1,1.4,3.4,-0.6
CCn1c2ccccc2c2cc(NC(=O)c3coc(=O)c(Br)c3)ccc21,-2.1,-3.5,3.0,-37.4,19.5,4.7,3.9,-43.9,-69.3,-1.1
COC(=O)c1cccc(Nc2ncnc3ccc(C)cc23)c1,-0.2,-2.6,3.4,-6.5,-0.4,-0.1,-5.0,-41.7,-59.1,-0.3
NC(=O)NCC(=O)N1CCC(C(O)(c2ccccc2)c2ccccc2)CC1,3.2,-9.4,-0.5,-3.6,5.4,5.0,1.0,-1.1,-5.5,0.7
C[C@@H]1CN([C@@H](C)CO)C(=O)CCCn2nncc2CO[C@@H]1CN(C)C(=O)Nc1ccccc1,7.7,-4.1,-2.7,3.9,-0.9,-6.5,-0.6,4.1,2.7,-0.1
CC(C)c1ccc(NC2CCCN(C(=O)CN3CCCC3=O)C2)cc1 (configuration not stated),0.3,8.8,2.2,-1.0,-4.7,-3.8,-0.3,-1.8,-4.1,-0.2
Cn1cnnc1Sc1cc(N2CCN(S(=O)(=O)c3ccc(Cl)c(Cl)c3)CC2)ccc1[N+](=O)[O-],5.5,-3.5,0.1,-4.2,4.4,-2.1,-0.6,-0.1,0.0,0.8
CC(C)CN(C(=O)COC(=O)c1c(Cl)ccc(Cl)c1Cl)C1CCS(=O)(=O)C1 (configuration not stated),-1.4,8.6,1.0,2.6,-3.3,4.2,1.2,-0.5,2.6,-0.4
CCOC(=O)c1ccc(N2CCOCC2)c(NC(=O)c2c(-c3ccccc3)noc2C)c1,-6.8,18.1,-4.5,2.2,-5.7,3.7,-1.1,5.1,-1.2,0.9
CNC(=O)C1CCN(S(=O)(=O)c2c(C)noc2/C=C/c2ccc(C)cc2)CC1,-8.0,-10.7,3.5,-6.9,-4.2,11.6,1.7,-1.1,-0.8,-0.2
Cc1cccc(Nc2nnc(SCC3CCCCO3)s2)c1 (configuration not stated),4.0,6.1,-1.6,0.1,-0.3,0.8,7.2,-1.6,-2.2,0.1
CCC(=O)N1CCN(C(=O)c2ccccc2)CC1,8.6,10.9,8.9,-3.5,-1.7,-5.3,5.1,9.4,3.4,-0.4
Cc1ccc(Cn2c(=O)c3c(nc4n3CCCN4Cc3ccccc3)n(C)c2=O)cc1,-4.9,-4.0,3.8,10.4*,-6.3,-4.9,4.8,3.9,9.8,0.7
CCC(C)N(C(=O)COC(=O)CNC(=O)c1ccccc1F)C1CCS(=O)(=O)C1 (configuration not stated),1.7,0.8,7.6,-9.3,20.8,0.8,4.2,-1.8,-0.8,-0.5
O=C(NCCCN1CCOCC1)c1nn(-c2ccccc2)c(=O)c2ccccc12,1.6,-5.3,4.4,-3.0,-6.9,4.5,-1.3,1.1,-1.7,-0.1
CCN(c1ccccc1)S(=O)(=O)c1ccc(OC)c(NC(=O)CN(C)C)c1,1.6,4.8,2.8,-0.8,1.4,0.5,1.4,-1.4,-8.1,0.1
Cc1ccc(C)c(N2CN(CCC3=CCCCC3)CNC2=S)c1,-6.0,-3.2,2.2,-0.9,-3.1,5.4,0.8,0.8,-0.7,0.5
CCc1nc(SCC(=O)Nc2ccc(N(CC)CC)cc2)n[nH]1,4.6,2.6,1.3,-1.2,-1.6,10.9,0.3,2.4,-1.0,-0.6
CCN(C(=O)COC(=O)CCc1c[nH]c2ccccc12)c1c(N)n(Cc2ccccc2)c(=O)[nH]c1=O,-1.6,12.1,-0.2,-2.1,2.1,3.1,5.1,-0.3,-6.7,0.5
Nc1nnc(SCC(=O)Nc2ccc(F)c(Cl)c2)n1-c1ccccc1,-1.7,-6.8,-4.4,2.0,1.0,3.5,-0.7,1.7,3.6,0.0
Cc1c(C(=O)N2CCCCCC2)nnn1-c1nonc1N,1.8,-9.0,-3.1,-1.1,-3.6,-1.8,0.8,1.2,-2.8,-0.3
CCOC(=O)C1=C(C)NC(C)=C(C(=O)OCC)C1c1cn(-c2ccccc2)nc1-c1ccco1,-4.8,-13.2,-2.5,-3.3,12.5,-0.4,-0.9,-9.2,-17.3,-0.1
COCCNC(=O)c1cc(-c2ccccc2)sc1N,-3.6,7.7,-0.8,-20.4,5.1,-1.4,3.6,-27.7,-43.2,0.1
C/C(=N/NC(=O)c1cnccn1)c1ccncc1,-3.8,-3.7,-0.1,2.9,2.5,-10.0,-0.1,-3.1,0.4,-0.6
Cc1ccc(CNc2nc3ccccc3n3nnnc23)cc1,-2.1,6.9,-1.6,-7.9,2.9,-9.1,-2.2,-2.0,-5.0,-0.1
Cc1csc(SCC(=O)Nc2ccccc2[N+](=O)[O-])n1,-5.0,-9.7,4.1,2.3,-2.0,-3.4,5.7,4.3,5.3,-0.1
Cn1nnc(NC(=O)c2cccc(F)c2)n1,3.2,2.6,4.5,-3.8,-7.0,2.0,0.1,-0.5,-2.6,-0.7
CCOc1ccc(N2CC(C(=O)NCCc3ccc(F)cc3)CC2=O)cc1 (configuration not stated),6.7,-3.6,1.5,-2.6,6.4,2.0,4.4,-1.4,1.2,0.1
CC(C)C(=O)c1ccc(O)c(O)c1,6.0,0.4,8.4,-3.8,11.0,-0.2,6.8,4.6,-1.3,-0.1
COc1ccc(Nc2cc(Nc3ccc(OC)cc3)ncn2)cc1,-7.7,-0.5,0.8,-1.9,7.0,4.3,-1.5,1.5,-0.4,0.5
Cc1c(C#N)c(NC(=O)CCl)n(Cc2ccc(F)cc2)c1C,-2.0,-4.3,0.9,-4.0,0.3,0.3,3.2,-1.4,-1.9,0.0
Cc1nn(-c2ccccc2)c(C)c1/C=C/C(=O)OCC(=O)Nc1ncc(Cl)cc1Cl,2.8,-3.2,7.0,-7.1,15.2,0.6,3.0,-1.9,-15.3,-0.7

# An excerpt from above in order of length of the SMILES, smallest number first:
SMILES,DDE Tn7 FP inh,ASAP1 GAP inh,MBD2 DNA inh,ADAM17 inh,ARFGAP1 inh,DDE Tn6 FP inh,UHRF1 MBD2 ctr,PLCg1 inh,PLC-beta3 inh,KLK7 zymogen act
Cc1c(C(=O)N2CCCCCC2)nnn1-c1nonc1N,1.8,-9.0,-3.1,-1.1,-3.6,-1.8,0.8,1.2,-2.8,-0.3
Cc1csc(SCC(=O)Nc2ccccc2[N+](=O)[O-])n1,-5.0,-9.7,4.1,2.3,-2.0,-3.4,5.7,4.3,5.3,-0.1
CCOc1ccc(N2CC(C(=O)NCCc3ccc(F)cc3)CC2=O)cc1 (configuration not stated),6.7,-3.6,1.5,-2.6,6.4,2.0,4.4,-1.4,1.2,0.1

# More results follow:
SMILES,DDE Tn7 FP inh,ASAP1 GAP inh,MBD2 DNA inh,ADAM17 inh,ARFGAP1 inh,DDE Tn6 FP inh,UHRF1 MBD2 ctr,PLCg1 inh,PLC-beta3 inh,KLK7 zymogen act
CSc1cccc(CN2CCCC(C(=O)Nc3cccc(-n4cccn4)c3)C2)c1 (configuration not stated),9.3,2.9,0.8,1.5,0.2,6.3,2.1,3.3,-3.4,0.6
O=C(COC(=O)c1cccs1)Nc1cccc(S(=O)(=O)N2CCCCC2)c1,1.5,-11.3,2.1,7.8,-3.9,-5.9,3.7,6.8,1.6,0.0
COC(=O)c1ccc(/C=C/c2c(-c3ccsc3)oc3ccc(N4CCOCC4)cc23)cc1,-0.9,-9.8,-5.1,-22.4,-6.8,-2.3,-0.3,-469.0,i,-5.5
Cn1c2c(c(=O)n(C)c1=O)CN(Cc1ccco1)CN2,-2.9,-5.2,-3.5,-7.4,3.4,4.3,1.8,-2.5,-4.4,0.9
O=C(O)COCc1nc2ccccc2[nH]1,1.4,-8.4,-1.7,-6.0,0.1,-3.4,-0.8,0.4,0.8,0.0
COc1ccc(Nc2ncnc3c2oc2ccccc23)cc1,-1.2,-6.6,2.4,-1.9,10.8,-0.8,-0.1,-67.1,-63.2,0.7
CCN(CC)S(=O)(=O)c1cccc(C(=O)OC2CC(C)OC2=O)c1 (configuration not stated),1.0,-2.4,4.5,-3.7,8.4,1.8,-1.1,2.0,-6.8,-0.2

# Screens as filed in PubChem.
